From PubChem BioAssay
CAL PDZ FP-1 – inhibitors of human CAL PDZ peptide binding | Q9HD26 | purified CAL PDZ, TMR-peptide fluorescence polarization, 1 h | inhibition, % at 24.9 µM | AID 602252 | 0.92% of 300,000 active;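 active means mean inhibition of at least 30% with at least half of replicates also reaching 30%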;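 further: 0% = DMSO neutral control and 100% = excess unlabeled competitor peptide PRC23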
RTF Ca sens act – increases calcium sensitivity of human cardiac regulated thin filaments; IANBD-labeled TnC RTF fluorescence at EC20 calcium; 0% EC20 calcium, 100% full calcium; 0.24% of 340,000 active; AID 493008; activation, % at 7.2 µM; P19429+P45379;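 active means activation above the mean over all tested compounds plus 3 SD, cut at about 30% in these data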;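 further: rise in fluorescence read as greater calcium sensitivity of cardiac thin filaments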
CAL PDZ FP-2 – human CAL PDZ-peptide interaction inhibition | Q9HD26 | purified CAL PDZ, TMR-peptide fluorescence polarization, 1 h | inhibition, % at 20 µM | 0.02% of 330,000 active | AID 504414;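 active means highest replicate inhibition of at least 40%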;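 further: plate controls were DMSO neutral control wells for no effect and unlabeled competitor peptide control wells for full effect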
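Test system: tagged CAL PDZ domain / Buffer or medium: sodium phosphate/NaCl buffer pH 7.4 with TCEP, IgG, Thesit / Reagent: TMR-labelled reporter peptide T*-PRC34 bound in PDZ groove / Compound dosing: single point, 20 µM / Schedule: 1 h incubation at room temperature before polarization reading / Technique: fluorescence polarization (mP) / Benchmarks: unlabelled peptide, DMSO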
SR-BI uptake up – activators of SR-BI mediated HDL lipid uptake; CHO ldlA[mSR-BI] cells, DiI-HDL uptake fluorescence, 3 h; 100 = double the neutral-control signal; AID 504775; activation, % at 12.5 µM; 0.096% of 320,000 active;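 active means mean replicate activation of at least 60% and every replicate at or above 60%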;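 further: 0% = median plate neutral-control signal and 100% = twice that signal; values of inactives mirror those of a sister screen read the other way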
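System: LDL receptor-deficient CHO ldlA cells overexpressing murine SR-BI | Timing: 3 h uptake period with compound, 37 °C | Medium: HEPES-buffered (25 mM, pH 7.4) F12 plus 0.5% BSA | Dosing: Single-point compound dose | Signal: Bottom-read fluorescence, 550/595 nm | Read-out: Retained DiI signal reflecting DiI-HDL uptake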
Rtt109 Vps75 – inhibitors of Candida albicans Rtt109/Vps75 histone acetyltransferase. Q5AAJ8. purified Rtt109/Vps75, ThioGlo CoA-SH fluorescence, 4 h. inhibition, % at 34.9 µM. 0.16% of 330,000 active. AID 540336;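 active means inhibition of at least 50% in every replicate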
Target sequence (Q5AAJ8 whole entry, looked up): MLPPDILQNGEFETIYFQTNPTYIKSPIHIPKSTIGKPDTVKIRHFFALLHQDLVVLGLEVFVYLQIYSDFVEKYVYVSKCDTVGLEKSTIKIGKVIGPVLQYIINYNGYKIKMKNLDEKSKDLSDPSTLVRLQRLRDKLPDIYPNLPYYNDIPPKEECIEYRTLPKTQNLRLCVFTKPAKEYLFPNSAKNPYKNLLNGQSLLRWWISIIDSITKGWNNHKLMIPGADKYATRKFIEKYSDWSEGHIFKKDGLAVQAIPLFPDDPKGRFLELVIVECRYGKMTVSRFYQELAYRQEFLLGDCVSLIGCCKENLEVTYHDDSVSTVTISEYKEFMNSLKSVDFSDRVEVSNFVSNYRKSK
LANA DNA inh – blocks KSHV LANA C-terminal domain binding to DNA; MBP-C-LANA/FAM-LBS DNA binding, fluorescence polarization; inhibition, % at 9 µM; 0.078% of 340,000 active;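 active means highest replicate inhibition at or above 60% at 9 µM, even if other replicates fall short; inactive means all replicates below 60% inhibition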;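 further: 0% = neutral control wells and 100% = 4 µM acridine orange control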
RTF Ca sens inh – cardiac RTF calcium desensitization. P19429+P45379. IANBD-labeled cardiac RTF, Ca2+ fluorescence. inhibition, % at 7.15 µM. 0.12% of 340,000 active. AID 493244;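 active means inhibition above the mean inhibition of all tested compounds plus 3 SD, cut at about 17% in these data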;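 further: assay run at fixed EC70 calcium of 1.6 mM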
DAGLB inhibitor – diacylglycerol lipase beta (human) inhibition. Q8NCG7. HEK293T DAGLB membrane lysate, EnzChek fluorogenic substrate. inhibition, % at 5.17 µM. 0.059% of 340,000 active. AID 504411; in the data active means inhibition above about 34%;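 further: 0% = enzyme with vehicle and 100% = wells lacking enzyme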
Keap1 Nrf2 FP – disrupts human Keap1 binding to Nrf2 peptide | Q14145 | Keap1 Kelch-Nrf2 peptide fluorescence polarization, 1536-well | inhibition, % at 9.4 µM | 0.15% of 340,000 active | AID 504523; in the data active means inhibition above about 12%;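 further: human Keap1 Kelch domain with fluorescein labeled Nrf2 9mer peptide probe; 0% = neutral control wells and 100% = peptide positive control; higher means more block of Keap1 binding to Nrf2 peptide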
PKA-R2B activ – PKA-R2B complex activation; PKA-R2B holoenzyme dissociation, Cy5-IP20 fluorescence polarization; R2B truncated from residue 108, S112A mutant; 0% DMSO only, 100% 113 µM cGMP; activation, % at 11.4 µM; 0.079% of 340,000 active; P22694+P31323;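 active means activation above a cutoff set at the mean over all compounds plus 3 SD, cut at about 18% in these data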;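 further: higher means more holoenzyme dissociation and a rise in polarization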
Target sequence (P31323 whole entry, looked up, other chains not shown, the tested form may be a part): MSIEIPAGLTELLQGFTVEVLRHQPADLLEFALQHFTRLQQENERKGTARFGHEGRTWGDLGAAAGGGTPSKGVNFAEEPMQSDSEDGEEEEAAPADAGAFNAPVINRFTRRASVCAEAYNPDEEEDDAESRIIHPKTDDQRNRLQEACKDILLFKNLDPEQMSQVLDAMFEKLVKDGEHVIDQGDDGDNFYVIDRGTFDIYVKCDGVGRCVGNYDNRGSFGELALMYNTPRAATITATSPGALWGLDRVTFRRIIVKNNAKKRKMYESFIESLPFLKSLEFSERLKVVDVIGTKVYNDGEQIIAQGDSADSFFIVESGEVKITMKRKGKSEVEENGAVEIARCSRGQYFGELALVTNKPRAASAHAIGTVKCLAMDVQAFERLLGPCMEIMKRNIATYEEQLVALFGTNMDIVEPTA
Active calls of the source: *; x = not tested or not shown.

SMILES	CAL PDZ FP-1	RTF Ca sens act	CAL PDZ FP-2	SR-BI uptake up	Rtt109 Vps75	LANA DNA inh	RTF Ca sens inh	DAGLB inhibitor	Keap1 Nrf2 FP	PKA-R2B activ
COc1cc(C(=O)N2CCCCCCC2)ccc1OC1CCN(C(C)=O)CC1	-1.4	-2.4	-2.1	-5.0	14.8	0.0	-2.1	0.7	-2.0	6.8
COCc1cc(C)nc(SCC(=O)NCc2ccco2)c1C#N	-0.2	4.0	0.2	-2.1	-11.8	-1.3	1.0	-0.6	-5.3	3.2
COC(=O)c1nc(N)sc1-c1ccc(Cl)c(Cl)c1	-2.5	-1.2	-3.2	x	-2.4	-2.3	-2.1	4.5	-6.3	-2.1
Cc1ccc(NC(=S)N(CCN2CCOCC2)Cc2cc3cc4c(cc3[nH]c2=O)OCCO4)cc1	-3.4	-0.3	-2.3	-3.9	3.6	0.3	5.0	1.5	-4.3	5.2
C=CCc1cccc2cc(C(=O)N3CCN(c4ccccn4)CC3)c(=O)oc12	-0.1	5.0	-0.7	4.3	6.8	-0.4	8.0	0.6	2.4	6.3
CCOC(=O)c1ccc(NC(=O)NCc2cccnc2)cc1	-4.1	-2.0	-2.4	4.9	-5.3	0.5	-4.5	-0.7	-3.0	-2.1
O=c1c2c(nc(NCCO)n1CC1CCCCC1)-c1ccccc1CC21CCCC1	3.7	-5.5	-0.9	-5.6	-3.7	1.9	-21.4	-4.7	1.9	-15.9
O=C(CN(C(=O)CNC(=O)c1cccs1)c1ccccc1)NC1CCCCC1	-3.9	-3.1	-2.8	x	0.5	1.1	-7.1	-0.1	-2.3	-2.2
Cc1ccc(NC(=O)CN(C)C(=O)CNC(=O)c2ccc3c(c2)OCO3)cc1	8.6	4.2	-2.6	27.2	0.1	0.4	1.0	-1.7	-1.4	-8.1
O=S(=O)(Nc1nc2ccccc2nc1NCC1CCCO1)c1cc(Cl)ccc1Cl (centres undefined)	-3.1	-1.3	-3.9	x	6.6	-0.4	4.7	6.9	1.9	0.1
COc1cc(C#Cc2c(-c3cncn3C)n(C)c3ccc(-c4cnc(OC)nc4)cc23)cc(OC)c1	1.5	1.4	-3.6	4.7	-8.3	2.3	3.7	-0.7	-4.5	-9.4
COc1ccc(-n2c(SCC#N)nnc2-c2cccnc2)cc1	-2.2	3.6	-0.3	4.7	-2.6	-0.5	2.7	-0.8	-4.5	-7.3
Cc1cc([N+](=O)[O-])nn1CC(=O)NCc1nc2ccccc2[nH]1	-2.6	-0.2	-0.9	10.6	-1.3	-0.4	-1.2	-0.4	1.9	-4.8
Cc1ccc2nc(NC(=O)c3ccccc3F)sc2c1	x	-1.3	0.1	-40.2	-0.2	-2.5	-5.8	-11.1	-3.7	-3.2
COC(=O)Nc1nc2ccc(C(=O)c3cccs3)cc2[nH]1	-5.1	0.6	-0.9	-32.1	-1.6	1.5	-0.5	2.2	-4.4	5.3
COc1ccc(OCc2nnc3n2N=C(c2ccc(C)cc2)CS3)cc1	x	6.5	-0.7	18.5	-2.2	-0.2	-6.1	-2.9	5.4	-6.7
Cc1cc(OCC(=O)NCC2CCC(C(=O)O)CC2)c2c(C)cc(=O)oc2c1 (centres undefined)	-0.9	-0.1	0.6	13.9	11.3	0.4	-4.0	-3.2	-2.1	-1.5
O=C(NCC(c1ccco1)N1CCCC1)c1ccc(S(=O)(=O)Nc2ccc(F)cc2)cc1 (centres undefined)	-7.6	2.4	-2.5	15.9	-0.7	-0.4	-5.7	0.5	-2.8	-11.3
O=C(NC1CCN(Cc2ccccc2)CC1)c1cc(Br)c(Br)[nH]1	3.1	5.5	-4.2	-6.4	-3.9	0.9	-1.9	3.5	1.2	-1.5
COc1ccc(NC(=O)Nc2ccon2)c(OC)c1	-4.4	-3.1	-1.2	-8.9	x	0.6	-4.8	1.3	-2.0	6.4
O=C(NC1CCCCC1)c1ccc(N2CCCC2=O)cc1	-1.4	-4.3	-1.8	-6.2	1.6	-0.4	0.1	3.2	3.2	1.9
COc1ccc(Nc2nc(N3CCCCC3)c3ccccc3n2)cc1	-2.5	7.0	-1.3	-1.0	4.7	-1.4	-2.5	-3.6	-0.3	-2.3
CCOc1ccccc1NC(=O)CN(c1ccc(OC)cc1)S(=O)(=O)c1c(C)noc1C	-7.5	-2.8	0.0	-19.0	24.2	-0.4	-1.7	-1.2	-2.2	-0.6
Cc1ccc(C(O)(CNCc2ccccc2)c2ccccc2)cc1 (centres undefined)	-2.9	1.1	-0.1	-10.9	-3.8	0.0	1.1	-2.5	-5.5	6.2
Cc1ccccc1N1CCN(CCCN2C(=O)CC(=C(c3ccccc3)c3ccccc3)C2=O)CC1	-4.5	3.4	-1.1	18.6	1.9	0.1	14.2	-13.0	-0.2	-0.7
C=CCc1ccc(OCCN2CCc3ccccc3C2)c(OC)c1	-4.3	-2.7	-0.1	-8.0	0.9	-2.0	-0.5	-5.3	-3.0	2.9
COc1ccc(S(=O)(=O)Nc2c(C)n(C)n(-c3ccccc3)c2=O)cc1	-3.6	5.6	-1.0	18.1	-8.8	-1.8	0.3	1.8	0.7	-9.5
Cc1cc(C(=O)Nc2nnc(C3CC3)s2)c(C)s1	-0.9	-2.0	-2.5	-8.5	1.4	-1.9	-6.5	4.2	-3.7	-3.0
NC(=O)C1CCN(CC(=O)Nc2ccc(S(=O)(=O)N3CCOCC3)cc2)CC1	0.4	5.8	-2.1	22.0	13.7	0.0	8.7	-2.1	2.7	5.9
COc1ccc(/C=N/OCC(=O)Nc2nc3ccccc3s2)cc1OC	-2.8	-2.3	-1.5	-14.3	0.3	-4.4	1.3	-4.0	-1.9	-7.8
CC(C)OC(=O)C(CC(=O)O)NCc1ccccc1 (centres undefined)	-3.1	0.2	-0.2	43.6	-2.9	-0.9	-7.2	2.1	-2.6	2.7
COc1ccc(-c2cn(Cc3ccc(C(=O)NCc4ccc(C)cc4)cc3)c(C(C)N)n2)cc1 (centres undefined)	-1.5	-1.6	-0.8	11.1	6.1	0.0	-15.9	-0.6	-2.9	3.5
CC(C)(C)NC(=O)C(c1ccccc1)N(C(=O)C1CSC(=O)C1)c1ccccc1 (centres undefined)	-2.9	3.0	-0.6	16.6	8.8	-0.6	6.6	2.3	1.0	-2.1
CCN(CC(=O)Nc1ccccc1OC)CC(=O)Nc1ccccc1C(F)(F)F	5.4	5.0	-1.5	-21.1	4.7	-0.8	-6.5	-0.5	-3.1	0.2
O=C(NCc1cccs1)C(=O)NCC1OCCCN1S(=O)(=O)c1cc(F)ccc1F (centres undefined)	-0.5	0.6	-1.3	x	2.9	0.9	-8.7	-1.8	-0.4	-3.9
COc1ccc([N+](=O)[O-])cc1NC(=O)C(C)OC(=O)CC1CCCC1 (centres undefined)	-0.3	-1.1	-0.3	-38.6	-0.6	-3.1	-4.0	-5.0	-3.8	3.2
CN(C)c1cc(N/N=C/c2ccccc2C(F)(F)F)nc(N(C)C)n1	-4.9	-8.3	0.1	-35.0	8.0	-1.1	3.7	-7.7	0.0	-1.1
Clc1ccc2oc(-c3cccnc3NCc3ccccc3)nc2c1	x	0.8	0.2	-5.0	4.3	-0.2	5.5	-3.0	-7.4	-2.7
CCn1c(=O)c2cc(S(=O)(=O)NC3CCCCC3)ccc2n(CC)c1=O	-1.5	7.4	-2.3	-11.3	4.9	-1.3	2.8	-0.9	-1.3	2.6
CCOC(=O)c1ccc(NC(=S)N2CCN(c3ccccn3)CC2)cc1	-5.2	-2.9	x	-25.2	1.0	0.7	-4.2	-2.7	-5.4	10.4
Cc1cccn2cc(CCNS(=O)(=O)c3ccc([N+](=O)[O-])cc3)nc12	x	0.2	-0.5	3.2	11.5	1.2	-2.4	-3.0	0.4	-0.2
O=C1CC(=O)N(Cc2cccs2)C(=O)N1	-4.3	5.3	x	-1.0	1.5	-1.6	-2.2	3.7	-25.2	-7.2
COc1ccccc1Oc1ccc(N/C=C/C(=O)c2ccco2)cc1	-2.9	-0.6	-0.4	-49.1	4.8	-0.6	-8.7	-2.4	-1.5	-6.7
CC(C)C(CCNC(=O)CC(Cc1ccccc1)c1ccco1)c1ccco1 (centres undefined)	0.1	-2.8	0.0	-13.8	10.7	1.0	4.1	-3.3	-6.2	0.6
OCCC1CN(Cc2cccn2-c2cccnc2)CCN1C1CCCC1 (centres undefined)	x	-0.6	-0.5	x	-5.6	-1.0	-16.7	-1.1	-1.4	-3.8
CCN(CC)S(=O)(=O)c1ccc2[nH]cc(C(=O)NCCN3CCCCCC3)c(=O)c2c1	x	20.8	-1.4	11.8	-6.1	3.4	-8.4	2.7	-3.1	-15.6
O=C(NC(N1CCOCC1)C(Cl)(Cl)Cl)c1cc([N+](=O)[O-])cc([N+](=O)[O-])c1 (centres undefined)	x	0.3	-0.2	-5.1	-8.0	-0.3	-5.5	0.9	0.1	1.1
O=C(NCC(O)c1ccc([N+](=O)[O-])cc1)C(c1ccccc1)c1ccccc1 (centres undefined)	-2.4	-3.7	-1.4	6.3	-0.3	0.8	1.5	-7.1	0.0	-7.7
COc1ccc2[nH]c(C(=O)Nc3ncc(C)cc3Br)cc2c1	-6.1	-7.7	-0.9	-42.2	3.8	3.4	2.0	0.0	3.8	-1.6
COc1ccc(C(=O)N2CCN(c3ncccn3)CC2)cc1	-4.5	-0.1	-1.0	20.6	11.7	1.1	-6.1	-6.0	1.9	-0.9
CN1CCN(c2nc3c(c(=O)[nH]c(=O)n3C)n2Cc2ccc([N+](=O)[O-])cc2)CC1	0.0	-0.9	0.0	-21.7	-12.9	0.1	-0.7	2.3	-4.0	-15.8
c1ccc(CSCc2ccccc2)cc1	-1.6	-6.9	-0.2	1.0	-3.8	0.5	-6.0	-8.3	-5.2	0.7
N#Cc1cc2c(nc1SC1CC(=O)N(c3ccccc3)C1=O)CCC2 (centres undefined)	1.7	7.6	-0.7	8.9	-0.5	-0.7	-16.9	-0.5	-2.6	-5.8
COc1ccc2nc(NC(=O)c3ccc(F)cc3)sc2c1	-3.2	-0.8	2.3	-36.1	-0.3	-0.5	-4.9	-7.6	3.1	5.0

Entries listed so far containing a COOH group, in the order listed:
SMILES	CAL PDZ FP-1	RTF Ca sens act	CAL PDZ FP-2	SR-BI uptake up	Rtt109 Vps75	LANA DNA inh	RTF Ca sens inh	DAGLB inhibitor	Keap1 Nrf2 FP	PKA-R2B activ
Cc1cc(OCC(=O)NCC2CCC(C(=O)O)CC2)c2c(C)cc(=O)oc2c1 (centres undefined)	-0.9	-0.1	0.6	13.9	11.3	0.4	-4.0	-3.2	-2.1	-1.5
CC(C)OC(=O)C(CC(=O)O)NCc1ccccc1 (centres undefined)	-3.1	0.2	-0.2	43.6	-2.9	-0.9	-7.2	2.1	-2.6	2.7
